Assay outcomes as filed in PubChem BioAssay.
CDK5 p35 inh = blocks human CDK5/p35 kinase activity; Q00535+Q15078; Recombinant CDK5/p35, ADP-Glo luminescence, 60 min; inhibition, % at 10 µM; hit rate 0.01% among 330,000; AID 488839;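 active = highest replicate inhibition of at least 50% and at least 75% of replicates reaching 50%; inconclusive = only one of the two criteria met; inactive = both criteria failed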;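 note: plate controls were DMSO neutral control for no effect and GW8510 at 10 µM for full effect; many of its hits are not listed in these tables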
CAL PDZ FP-1 = human CAL PDZ-peptide interaction inhibition | purified CAL PDZ, TMR-peptide fluorescence polarization, 1 h | AID 504414 | Q9HD26 | hit rate 0.02% among 330,000 | inhibition, % at 20 µM;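 active = highest replicate inhibition of at least 40%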;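 note: plate controls were DMSO neutral control wells for no effect and unlabeled competitor peptide control wells for full effect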
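Assay system – tagged CAL PDZ protein CerCALP, purified · Timing – 1 h at RT · Compound – single point, 20 µM · Measured by – fluorescence polarization from S- and P-plane intensities, G-factor corrected · Evaluation – inhibition from polarization loss · Probe or stimulus – TMR reporter peptide T*-PRC34 · Buffer or medium – pH 7.4 phosphate-saline buffer, reducing agent, detergent, IgG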
MITF act = increases MITF-driven TRPM1 promoter luciferase signal | hit rate 0.75% among 300,000 | SK-MEL-5 TRPM1-promoter luciferase, 24 h; % of positive control, neutral wells = 0 | activation, % at 12.5 µM | AID 588334;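 active = mean activation of at least 80% with every replicate also reaching 80%; inconclusive = mean reaches 80% but some replicate falls short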;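 note: 0% = neutral control wells and 100% = parthenolide positive control wells; values of inactives mirror those of a sister screen read the other way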
Wnt act = activates Wnt/beta-catenin signaling in a reporter cell assay. activator, plate reader. activation, % at 9.35 µM. hit rate 1.2% among 300,000. AID 743398; in the data active = activation above about 30%, passing the limit was not always enough; inconclusive = no clear call, values can overlap the other calls;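 note: 0% = neutral control wells and 100% = positive control wells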
Tat export inh = inhibitors of E. coli Tat protein transport; inhibition, % at 10 µM; E. coli MC4100 TorA-mCherry Tat export, fluorescence; hit rate 0.036% among 340,000; AID 488895;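 active = mean replicate inhibition at least 50% and at least half of replicates individually reaching 50%; inconclusive = only one of the two criteria met; inactive = neither criterion met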;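 note: exported cargo escapes ClpAP degradation while cytoplasmic cargo is degraded and loses fluorescence; 0% = median of neutral control wells and 100% = median of NaSCN control wells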
dFosB activator = activators of mouse delta FosB homodimer. hit rate 0.99% among 340,000. activation, % at 25 µM. purified delta FosB, TAMRA-CDK5 oligo fluorescence polarization; percent of positive-control signal above neutral wells. P13346;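 active = mean activation above about 17%, with every replicate also reaching it, limit read from the data, passing the limit was not always enough; inconclusive = only one of the two conditions met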;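 note: fluorescence polarization rise as delta FosB binds a TAMRA Cdk5 AP-1 oligo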
Target sequence (P13346 whole entry, looked up): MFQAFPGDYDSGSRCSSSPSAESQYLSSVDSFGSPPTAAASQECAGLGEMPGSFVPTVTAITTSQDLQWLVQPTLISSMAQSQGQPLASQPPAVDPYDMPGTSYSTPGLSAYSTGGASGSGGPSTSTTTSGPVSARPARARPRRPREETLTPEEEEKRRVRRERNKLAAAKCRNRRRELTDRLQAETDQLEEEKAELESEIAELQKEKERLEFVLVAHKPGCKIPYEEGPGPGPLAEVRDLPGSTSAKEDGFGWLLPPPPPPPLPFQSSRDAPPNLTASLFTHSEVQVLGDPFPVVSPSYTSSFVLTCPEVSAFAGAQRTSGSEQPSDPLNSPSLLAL
CAL PDZ FP-2 = CAL PDZ (human) peptide binding inhibition. Q9HD26. purified CAL PDZ, TMR-peptide fluorescence polarization, 1 h. inhibition, % at 24.9 µM. hit rate 0.92% among 300,000. AID 602252;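 active = mean inhibition of at least 30% with at least half of replicates also reaching 30%; inconclusive = no clear call, values can overlap the other calls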;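 note: 0% = DMSO neutral control and 100% = excess unlabeled competitor peptide PRC23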
V-ATPase pHluor = alters yeast V-ATPase proton transport | S. cerevisiae, pHLuorin cytosolic pH fluorescence | response, % at 10 µM | hit rate 0.37% among 350,000 | AID 504577; in the data active = response mostly above about 7.3%, no sharp cut-off; inactive = mostly below about 5.4%; note: actives read high; inactives centre near 0; some compounds called inactive have numbers as strong as hits; reference of the scale not given here
Rtt109 Vps75 = C. albicans Rtt109 histone acetyltransferase inhibition | Q5AAJ8 | purified Rtt109/Vps75, ThioGlo CoA-SH fluorescence, 4 h | inhibition, % at 34.9 µM | hit rate 0.16% among 330,000 | AID 540336;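 active = inhibition of at least 50% in every replicate; inconclusive = best replicate reaches 50% inhibition but some replicates fall short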
Target sequence (Q5AAJ8 whole entry, looked up): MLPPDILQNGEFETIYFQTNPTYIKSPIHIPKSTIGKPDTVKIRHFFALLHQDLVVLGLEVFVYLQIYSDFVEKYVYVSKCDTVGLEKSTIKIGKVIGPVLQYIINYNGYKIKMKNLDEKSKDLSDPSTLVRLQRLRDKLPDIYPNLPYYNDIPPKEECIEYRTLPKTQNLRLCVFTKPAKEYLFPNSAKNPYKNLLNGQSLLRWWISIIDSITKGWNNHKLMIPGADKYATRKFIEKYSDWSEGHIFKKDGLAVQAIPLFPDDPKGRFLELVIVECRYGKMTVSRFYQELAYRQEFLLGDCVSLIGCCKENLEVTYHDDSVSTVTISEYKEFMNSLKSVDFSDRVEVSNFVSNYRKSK
cardiac RTF act = increases calcium sensitivity of human cardiac regulated thin filaments | P19429+P45379 | IANBD-labeled TnC RTF fluorescence at EC20 calcium; 0% EC20 calcium, 100% full calcium | activation, % at 7.2 µM | hit rate 0.24% among 340,000;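 active = activation above the mean over all tested compounds plus 3 SD, cut at about 30% in these data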;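 note: rise in fluorescence read as greater calcium sensitivity of cardiac thin filaments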
* = called active by the depositor; u = inconclusive; x = not tested or not shown.

SMILES | CDK5 p35 inh | CAL PDZ FP-1 | MITF act | Wnt act | Tat export inh | dFosB activator | CAL PDZ FP-2 | V-ATPase pHluor | Rtt109 Vps75 | cardiac RTF act
CSc1ccccc1C(=O)OCC(=O)N1CCN(C(C)=O)CC1 | -1.4 | 0.1 | 0 | -2 | 1 | -3 | 2 | 5 | 2 | 0
O=C(c1ccc2ccccc2c1)N1CCN(c2ccccn2)CC1 | 0.5 | 0.9 | -1 | 4 | 6 | -1 | -2 | 0 | -10 | -1
COc1ccccc1CNS(=O)(=O)c1ccc2c(c1)oc(=O)n2C | -0.1 | -0.7 | x | 11 | -4 | 1 | -2 | 0 | -6 | 3
Cc1ccc(CN2CCN(Cc3c[nH]c4ccccc34)CC2CCO)o1 (stereo unspecified) | 1.1 | -0.3 | -5 | 0 | -10 | 1 | 7 | -1 | 1 | 4
CCOC(=O)c1sc2nc(C)nc(NC3CCC(O)CC3)c2c1C (stereo unspecified) | -0.7 | -2.0 | 5 | -3 | -4 | -12 | 5 | -4 | 5 | 6
CCOc1ccc(NC(=O)c2c(NC(=O)CN3CCN(C)CC3)sc3c2CCC3)cc1 | -0.5 | -3.4 | -11 | -2 | -5 | -2 | -4 | -2 | 0 | 1
CC(=O)NC(Cc1ccc(F)cc1)C(=O)O (stereo unspecified) | -1.2 | 0.1 | -12 | 1 | -4 | 2 | -1 | 1 | 12 | 4
O=C(NCC(=O)N(c1cnc2ccccc2c1)C(C(=O)NC1CCCC1)c1ccncc1)c1ccco1 (stereo unspecified) | 1.3 | 0.1 | 1 | 1 | -6 | -9 | -1 | 4 | -13 | 9
Cc1cccc(C)c1NC(=O)CN(C)C(=O)c1ccccc1C(=O)N(C)Cc1ccccc1 | -1.3 | -2.6 | -3 | -1 | 3 | -13 | 1 | 1 | -2 | 0
COc1ccc(CN2[C@@H](CC(C)=O)c3ccc(/C=C/C(C)=O)cc3S2(=O)=O)cc1 | -1.6 | -0.3 | -26 | -5 | -2 | -5 | -1 | 0 | -18 | 2
O=[N+]([O-])c1cc(/C=N/O)ccc1N1CCCC1 | -3.7 | -3.1 | -5 | 3 | 0 | -4 | -1 | 4 | -2 | -1
Cc1ccsc1CN(C)CC(=O)Nc1ccccc1C(=O)NC1CC1 | 0.1 | -0.2 | 4 | 0 | -1 | -1 | x | 1 | -1 | -6
COc1cccc(-c2sc3ccc(OC)cc3c2-c2cc(F)cc(OC)c2)c1 | -1.2 | 1.8 | -17 | -4 | -4 | -4 | -9 | 1 | -2 | 7
CCN1CCN(CC(=O)Nc2ccc3c(c2)OCCO3)C(=O)C1=O | 0.8 | -0.6 | 9 | -3 | -13 | -4 | x | 3 | -15 | 4
Cc1cc(C)n2nc(C(=O)NNC(=O)c3ccccc3)nc2n1 | 0.7 | -6.3 | 3 | 0 | -2 | 4 | -1 | 2 | -10 | -2
O=C(COC(=O)CCC1CCCC1)Nc1ccc(F)cc1Cl | 0.8 | 0.1 | 7 | 1 | 1 | 0 | 0 | 0 | 7 | 0
O=C(Cc1ccccc1)CC1(O)C(=O)Nc2ccccc21 (stereo unspecified) | 0.7 | -1.3 | -8 | x | 2 | -4 | 1 | -1 | -4 | -4
COCC(C)NC(=O)c1ccc2nc(-c3ccccc3)c(-c3ccccc3)nc2c1 (stereo unspecified) | -0.1 | -0.9 | 1 | 0 | 7 | -9 | -5 | 7 | 4 | 4
CCNC(=S)N1CCN(CC)CC1 | 1.2 | 0.2 | -7 | 2 | 0 | -2 | 2 | 0 | 0 | 4
Cc1cc(O)c(N=Cc2cc3c(cc2[N+](=O)[O-])OCO3)cc1C | -1.3 | 0.4 | x | 17 | 4 | 0 | -4 | 2 | 4 | 3

Rewritten with values under each structure: three of the compounds above
Each structure is followed by: CDK5 p35 inh, CAL PDZ FP-1, MITF act, Wnt act, Tat export inh, dFosB activator, CAL PDZ FP-2, V-ATPase pHluor, Rtt109 Vps75, cardiac RTF act
COc1cccc(-c2sc3ccc(OC)cc3c2-c2cc(F)cc(OC)c2)c1
→ -1.2, 1.8, -17, -4, -4, -4, -9, 1, -2, 7
Cc1ccsc1CN(C)CC(=O)Nc1ccccc1C(=O)NC1CC1
→ 0.1, -0.2, 4, 0, -1, -1, x, 1, -1, -6
Cc1cc(O)c(N=Cc2cc3c(cc2[N+](=O)[O-])OCO3)cc1C
→ -1.3, 0.4, x, 17, 4, 0, -4, 2, 4, 3

(next part)
SMILES | CDK5 p35 inh | CAL PDZ FP-1 | MITF act | Wnt act | Tat export inh | dFosB activator | CAL PDZ FP-2 | V-ATPase pHluor | Rtt109 Vps75 | cardiac RTF act
CSCCC(NC(=O)c1ccccc1Cl)C(=O)NCCc1ccccn1 (stereo unspecified) | -0.3 | -0.6 | 10 | 0 | -7 | -1 | -1 | 1 | 8 | 1
CO[C@@]1(NC(=O)C2SC(=C(C(N)=O)C(=O)O)S2)C(=O)N2C(C(=O)O)=C(CSc3nnnn3C)CS[C@@H]21 (stereo partly specified) | -2.0 | -0.8 | -16 | 3 | -79 | 3 | -3 | -1 | 2 | 1
COc1ccc(-c2ccc3c(c2)S(=O)(=O)c2cccc(C(=O)N4CCN(c5ccc(Cl)cn5)CC4)c2C3=O)cc1OC | -1.3 | -1.2 | -11 | -6 | -7 | -8 | -2 | 1 | 6 | -1
O=C(CN1C(=O)COc2ccc(Cl)cc21)NC1CC1 | -1.2 | -2.3 | 2 | 0 | -3 | -8 | 0 | -4 | -1 | -4
O=C(NC(=S)N1CCOCC1)c1cc2ccccc2o1 | -0.6 | 0.7 | 26 | 3 | -4 | 0 | -3 | 0 | -6 | 5
O=C(NNC(=O)c1ccc(Cl)c([N+](=O)[O-])c1)c1ccncc1 | 2.5 | 0.1 | x | 0 | 8 | 2 | 7 | -5 | 11 | -7
Oc1ccc(C[C@@H]2CNCCN2CCC23CC4CC(CC(C4)C2)C3)cc1 | -0.2 | -0.6 | -20 | -5 | -4 | 7 | -3 | -2 | 6 | -17
COc1ccc(F)c(C2C(C#N)=C(N)Oc3n[nH]c(C(C)(C)C)c32)c1 (stereo unspecified) | 1.5 | -2.0 | x | 6 | -3 | -4 | 0 | -5 | -5 | 6
NS(=O)(=O)c1ccc(CCNC(=O)Cc2ccc(S(=O)(=O)N3CCOCC3)s2)cc1 | -0.6 | 0.2 | -2 | 1 | 0 | -2 | 9 | -1 | -6 | 4
COc1ccc(-n2c(SCC(=O)Nc3ccccc3C)nc(O)c(Cc3ccccc3)c2=O)cc1 | -1.7 | -0.3 | 2 | 0 | 3 | -5 | 0 | 7 | -11 | -3
COc1ccc2cc3c(N)nn(C(=O)c4ccc(F)cc4)c3nc2c1 | 1.3 | 0.4 | 8 | -3 | 5 | 8 | 8 | -1 | 5 | 2
CC(C)=Nc1ccccc1C1COC(=O)C1=N (stereo unspecified) | 1.2 | 0.1 | -6 | -2 | 4 | -7 | -5 | 9 | -2 | 6
O=C(CN(C1CCCCC1)S(=O)(=O)c1ccccc1)N1CCCC1 | -0.7 | 0.9 | 0 | x | -6 | -4 | -3 | -1 | -6 | -6
O=C(CSc1nnc(Cn2cnc3ccccc32)o1)Nc1cccc2ccccc12 | 2.2 | -4.2 | x | -2 | 7 | -11 | -3 | 2 | 5 | 9
COC(=O)c1ccccc1NC(=O)c1cc2ccccc2o1 | -0.3 | -2.0 | x | -1 | 8 | -35 | 0 | 1 | -1 | 0
O=C(NCC(=O)N1CCN(c2cccc(Cl)c2)CC1)c1ccc(Br)o1 | -0.3 | -1.5 | 0 | -1 | 4 | -9 | -1 | -2 | 9 | -1
Cc1cc(=O)[nH]c(Nc2ccc(C(=O)OC(C)C)cc2)n1 | 1.6 | -2.3 | 2 | x | -3 | -11 | 6 | 3 | 3 | -5
O=C(/C=C/c1cn(-c2ccccc2)nc1-c1cccnc1)NCCN1CCOCC1 | 1.1 | -1.9 | -8 | 0 | 4 | -28 | -3 | -1 | -2 | -1
COc1cccc(NC(=O)N2CCC(NC(=O)C3CCCCC3)CC2)c1 | 1.7 | 0.1 | 3 | 0 | 7 | 2 | -2 | 2 | -7 | -10
CCCc1c(C)c2ccc(OCC(C)=O)cc2oc1=O | 0.4 | -0.6 | x | 10 | -7 | -18 | x | 0 | -3 | -1
CCCOC(=O)/C(C)=N\NC(=O)c1ccco1 | 0.3 | -0.4 | -10 | x | -1 | -2 | -1 | 0 | -50 | 7
CN(C)S(=O)(=O)c1ccc(Cl)c(NC(=O)COC(=O)[C@@H]2CCCN2C(=O)c2cccs2)c1 | 1.0 | -2.4 | 5 | 1 | -7 | 1 | 1 | 0 | -2 | 4
Cc1ccc(S(=O)(=O)Nc2ccccc2C=Nc2cccc(C)c2C)cc1 | -0.4 | -3.4 | 2 | x | -3 | -3 | -1 | -2 | 1 | -6
COC(CNC(=O)c1cc(C(=O)c2c(-c3c(Cl)cccc3Cl)noc2C)c[nH]1)OC | -0.2 | -0.2 | -3 | x | 5 | 0 | 1 | 0 | 0 | 4
COC(=O)c1ccccc1NC(=O)CN(Cc1ccccc1)S(C)(=O)=O | 1.8 | 0.0 | 1 | -15 | 2 | -4 | -2 | -6 | 10 | 4
CCOC(=O)c1ccccc1NC(=O)CN1C(=O)NC(C)(CCc2ccccc2)C1=O (stereo unspecified) | -0.2 | -2.6 | 0 | 4 | 10 | -8 | -3 | 3 | 16 | -7
CCn1c(=N)n(CC(=O)c2ccc(OC)c(OC)c2)c2ccccc21 | -5.7 | 1.2 | 5 | -1 | 5 | -9 | x | -5 | -14 | 11
O=C(/C=C/c1cccs1)N1CCC2(CC1)Oc1ccc(Cl)cc1C(=O)C21CC(c2ccccc2)=NO1 (stereo unspecified) | 0.5 | -0.2 | 4 | -6 | -5 | 7 | 1 | -2 | 7 | 1
COC(=O)c1sc(S(=O)(=O)NC(Cc2ccccc2)C(=O)O)c(C(=O)OC)c1C (stereo unspecified) | -3.5 | -0.1 | 2 | -5 | 5 | -1 | 1 | -10 | -6 | -4
COc1ccc(-c2nc(SCC(=O)Nc3nccs3)c(-c3ccc(Cl)cc3)[nH]2)cc1 | -0.2 | -0.1 | x | -7 | 2 | 7 | x | -2 | 6 | -6
O=C(NNC(=O)c1c(O)c2ccccc2[nH]c1=O)c1ccccc1 | -0.2 | 0.4 | 5 | 0 | -4 | 83* | -4 | -3 | -3 | -4
CCOC(=O)Nc1ccc2c(c1)N(CCCN(C)C)c1ccccc1CC2 | 1.5 | -0.4 | x | 1 | 0 | -8 | x | 6 | 24 | 3
COc1ccc(C(C(=O)NCc2ccc(F)cc2)N(C(=O)c2csnn2)C2CC2)cc1 (stereo unspecified) | 0.2 | -0.2 | -9 | -3 | 3 | -5 | -4 | 2 | -8 | -8
Cc1csc(N2CCCC2c2nc3cc(C(F)(F)F)ccc3n2CCOCCO)n1 (stereo unspecified) | 0.7 | -1.3 | 3 | -4 | u | 8 | -1 | 6 | -1 | -4
CCN(CC)CC(C(=O)N(CC)CC)P(=O)(c1ccccc1)c1ccccc1 (stereo unspecified) | -0.7 | -3.4 | -1 | x | -13 | -4 | 6 | 8 | 5 | 16
